B2AR arrestin = beta2AR (human) beta-arrestin recruitment activity; P07550; beta-arrestin recruitment to beta2AR, cell-based reporter; Potency, µM (doses to about 46.1 µM), inactives show at the highest dose activation, hits mostly activators; actives 0.02% (n = 330,000); AID 492947;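 also: potency is read from the fitted curve at half-maximal effect; 0% = DMSO controls and full agonism = EC100 isoproterenol or metaproterenol; nearly all actives have a fitted effect of over 65% in size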
ELG1 genotoxic = inducers of genotoxicity in HEK293T ELG1-luciferase cells; Potency, µM (highest dose often 46 µM), inactives show at the highest dose activity change, positive = activation, most hits filed as activators; AID 504466; actives 1.3% (n = 330,000); HEK293T ELG1-luciferase reporter, luminescence, 16 h; also: potency is read from the fitted curve at half-maximal effect; % of control where 0% means no effect; nearly all actives have a fitted effect of over 60% in size
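Genotoxicity was scored as increased ELG1-luciferase reporter signal, measured by ONE-Glo luminescence (30 min, room temperature). Compound or vehicle exposure of the HEK293T reporter cells lasted 16 hr at 37°C.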
USP2a inh = inhibitors of human ubiquitin-specific protease USP2a; actives 0.01% (n = 330,000); Potency, µM (highest dose often 38.3 µM), inactives show top-dose activity change, negative = inhibition, usual class: inhibitors; USP2 core, Ub-CHOP2 coupled fluorogenic reporter, 485/531; AID 463254; O75604;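 also: potency is read from the fitted curve at half-maximal effect; plate controls were DMSO wells for no effect and full inhibition by NEM control for full effect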
Target sequence (O75604 whole entry, looked up): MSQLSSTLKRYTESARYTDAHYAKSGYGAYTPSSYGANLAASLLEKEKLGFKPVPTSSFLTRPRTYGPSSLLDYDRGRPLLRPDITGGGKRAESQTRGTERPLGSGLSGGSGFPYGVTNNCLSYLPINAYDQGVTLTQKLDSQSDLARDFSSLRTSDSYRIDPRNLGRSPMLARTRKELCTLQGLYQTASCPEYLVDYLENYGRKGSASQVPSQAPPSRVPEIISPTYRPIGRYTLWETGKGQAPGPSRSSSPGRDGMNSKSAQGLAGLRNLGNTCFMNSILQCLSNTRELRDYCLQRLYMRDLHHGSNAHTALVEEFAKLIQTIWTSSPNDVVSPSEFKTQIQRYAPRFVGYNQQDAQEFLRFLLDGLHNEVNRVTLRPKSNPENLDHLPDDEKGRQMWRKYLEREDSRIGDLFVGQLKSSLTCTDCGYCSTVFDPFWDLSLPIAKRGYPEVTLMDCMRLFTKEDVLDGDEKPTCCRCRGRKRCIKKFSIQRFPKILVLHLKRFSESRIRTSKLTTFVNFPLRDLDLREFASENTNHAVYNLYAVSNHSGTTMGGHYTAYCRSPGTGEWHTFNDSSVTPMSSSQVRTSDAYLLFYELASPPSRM
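Cell-free coupled assay: 10nM USP2 core preincubated 30min RT with compound in Tris-HCl pH 8.0/CaCl2/CHAPS buffer, then 25nM Ub-CHOP2 and 25nM reporter substrate; fluorescence (Ex 485/Em 531) read after 60min RT, normalized to NEM inhibition, concentration-response curves fitted.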
p53 reactivation = restores transcriptional activity of mutant p53; H1299 p53-A138V BP100-luciferase reporter, luminescence, 24 h; actives 0.063% (n = 320,000); Potency, µM (series often up to 92.2 µM), for the others: at the top dose activity change, positive = activation, usual class: activators; also: potency is read from the fitted curve at half-maximal effect; % of control where 0% means no effect; nearly all actives have a fitted effect of over 45% in size
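p53-null H1299 cells stably carrying temperature-sensitive p53-A138V and a BP100-luciferase reporter were pinned with compounds (4-point, 1:5 series) and held 24 hrs at 37 deg C. Luminescence was read 10 min after detection reagent.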
BRCA1 expr up = activators of BRCA1 expression. MCF7-BRCA1-FFLuc reporter, luminescence, 48 h; response scale: scaled: vehicle 0%, 10 µM genistein 100%. Potency, µM (top dose mostly 46.1 µM), without a hit: at the top dose activation, usual class: activators. actives 1.1% (n = 380,000). AID 624202; also: potency is read from the fitted curve at half-maximal effect; nearly all actives have a fitted effect of over 80% in size; some results filed as inactive show a strong effect at the top dose
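Reporter cells (MCF7, BRCA1 promoter-firefly luciferase) received library compounds across a concentration series for 48 h. End-point luminescence was measured and concentration-effect curves derived after normalization.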
TRPV1 ag = agonists of human vanilloid receptor 1 (TRPV1) | AID 540275 | Q8NER1 | TRPV1-expressing cells, Fluo-8 calcium influx, agonist mode | actives 0.19% (n = 320,000) | activation, % at 8.33 µM; in the data active = activation above about 80%; inconclusive = between about 30% and that limit; also: 0% is about no effect
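Cells expressing TRPV1 were dye-loaded with Fluo-8 and read kinetically: 10 s baseline, 3 min after compound (agonist portion), then 2 min after EC20 capsaicin (allosteric enhancer portion). Calcium-bound dye fluorescence at 480/520 nm.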
PTAP TSG101 blk = blocks PTAP/TSG101 interaction to inhibit HIV-1 budding | Q99816 | Fluorescence polarization, FITC-PTAP peptide / Tsg101 binding | Potency, µM (highest dose often 115 µM), inactives show top-dose activity change, negative = inhibition, usual class: inhibitors | 340,000 tested, under 10 active | AID 493005; active = well fitted inhibition curve with a large enough effect in the main read-out, with a control signal flat, not every such curve was filed as active; inconclusive = small, poorly fitted or top-dose-only effect, or effect the other way, or a change in a side signal; inactive = no such curve, though single readings can be large or run the other way; also: potency is read from the fitted curve at half-maximal effect; % of control where 0% means no effect
Target sequence (Q99816 whole entry, looked up): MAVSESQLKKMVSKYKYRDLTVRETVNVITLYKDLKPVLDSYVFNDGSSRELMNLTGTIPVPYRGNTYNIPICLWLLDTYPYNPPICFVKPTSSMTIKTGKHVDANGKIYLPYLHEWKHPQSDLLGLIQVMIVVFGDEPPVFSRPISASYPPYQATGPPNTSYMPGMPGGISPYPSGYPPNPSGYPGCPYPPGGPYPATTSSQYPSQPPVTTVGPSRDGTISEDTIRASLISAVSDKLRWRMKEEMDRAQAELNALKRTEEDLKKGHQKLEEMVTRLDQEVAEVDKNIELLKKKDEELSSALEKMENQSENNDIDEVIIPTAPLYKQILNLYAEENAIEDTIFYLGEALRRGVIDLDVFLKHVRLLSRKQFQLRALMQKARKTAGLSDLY
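FP read-out: FITC-PTAP peptide, 50 nM final, binding Tsg101 binding domain, 10 uM final; 20 min, r.t.; 10 mM HEPES pH 7.5, 0.15 M NaCl, 0.01% Tween 20, 3 mM EDTA, 0.1 mM TCEP.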
Eya2 phos inh = Eya2 (human) phosphatase inhibition; O00167; recombinant Eya2, OMFP fluorescence dephosphorylation (OMFP is methylfluorescein phosphate); Potency, µM (doses to about 76.9 µM), inactives show top-dose activity, negative = inhibition, hits mostly inhibitors; actives 0.006% (n = 330,000); AID 488837; also: potency is read from the fitted curve at half-maximal effect; % is scaled to controls: 0 for no effect and ±100 for the full control effect
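Eya2 protein (added as 0.2 uM solution) was preincubated with compound for 10 min at ambient temperature in 50 mM HEPES pH 7.5, 50 mM NaCl, 5 uM MgCl2, 0.05% BSA, 1 mM DTT. OMFP (added at 50 uM) then reacted 10 min; fluorescence read at 485/525 nm.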
uPA surface inh = inhibitors of cell surface uPA generation; AID 540303; actives 0.31% (n = 330,000); Potency, µM (doses to about 38.3 µM), for inactives: at the highest dose activity change, negative = inhibition, actives largely listed as inhibitors; cell surface uPA generation assay, qHTS; active = well fitted inhibition curve with a large enough effect; inconclusive = small, poorly fitted or top-dose-only effect; inactive = no such curve, though single readings can be large or run the other way; tested in mouse RAW 264.7 cells; also: potency is read from the fitted curve at half-maximal effect; % is scaled to controls: 0 for no effect and ±100 for the full control effect; nearly all actives have a fitted effect of over 55% in size
ASM inhibitor = inhibitors of human secretory acid sphingomyelinase | AID 504937 | P17405 | actives 0.006% (n = 340,000) | Potency, µM (highest dose often 57.5 µM), for the others: at the highest dose activity change, negative = inhibition, actives largely listed as inhibitors | placental ASM, HMU-PC fluorogenic substrate, 60 min; also: potency is read from the fitted curve at half-maximal effect
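Fluorescence read-out (Ex 386 nm, Em 447 nm) after stopping the reaction at pH 10. Enzyme: ASM from human placenta; substrate HMU-PC0, 9 uM final; 60 min, 37 °C. Compound preincubation 10 min, ambient temperature.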
Integrin act MD = activators of alpha7 integrin expression for muscular dystrophy | actives 0.064% (n = 350,000) | Potency, µM (doses to about 38.3 µM), for inactives: at the highest dose activation, usual class: activators | alpha7betagal myoblasts, beta-gal FDG fluorescence, 48 h | AID 624291;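 also: potency is read from the fitted curve at half-maximal effect; 100% = response of the positive control SU9516; nearly all actives have a fitted effect of over 60% in size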
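Alpha7betagal+/- myoblasts (passage 13) were plated 16-24 hr, then exposed to compounds (1:260 dilution of DMSO stock) for 48 hours at 37C. After MPER lysis, β-galactosidase reporter activity was read as FDG fluorescence (ex 480/em 540) after 30 minutes.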
An asterisk follows results filed as active; ? = inconclusive; · = no result given; [ ] = dose if it differs, or a comment. Unless noted, calls follow the shape of the dose curve; as a rule, active = well fitted curve in the direction sought with a large enough effect; inconclusive = small, poorly fitted or top-dose-only effect, or another doubt; inactive = no such curve, though single readings can be large; an effect the other way counts as inactive or inconclusive. Hits appear at their usual frequency; any-hit rate near 2.6%.

1	CCn1cc(/C=C(\NC(=O)c2ccc(C)cc2)C(=O)NCCN2CCOCC2)c2ccccc21
2	COc1cc(OC)cc(C(=O)Nc2nnc(-c3cccnc3)o2)c1
3	O=Cc1ccc(N2CCCCC2)cc1
4	CC1=NNC(=O)C1CC(=O)N/N=C(\C)c1cccs1 (stereo not given)
5	C/C(=N/NS(=O)(=O)c1ccccc1)c1ccc(Cl)cc1
6	Cc1cc(C(=O)N2CCCC(N3CCN(Cc4ccc5c(c4)OCO5)CC3)C2)n[nH]1 (stereo not given)

compound no.,1,2,3,4,5,6
B2AR arrestin,0.0%,-0.1%,-0.4%,0.0%,-0.1%,0.2%
ELG1 genotoxic,1%,-4%,26%,1%,-3%,·
USP2a inh,0%,-1%,7%,-1%,3%,-1%
p53 reactivation,12%,1%,13%,3%,1%,·
BRCA1 expr up,-16%,-2%,-11%,-17%,-63%,15%
TRPV1 ag,8,-1,-4,-3,4,0
PTAP TSG101 blk,-1%,-7%,0%,-2%,1%,-5%
Eya2 phos inh,1%,-9%,-1%,8%,-1%,0%
uPA surface inh,-10%,2%,1%,4%,2%,3%
ASM inhibitor,-2%,0%,3%,2%,-3%,0%
Integrin act MD,2%,1%,-10%,-23%,-25%,-24%

7	O=S(=O)(c1ccccc1Br)N1CCC(O)(c2cccnc2)CC1
8	OC(CNCc1cccc(Cl)c1)c1ccccc1 (stereo not given)
9	Cc1cccc(NC(=O)CN2CCc3cc4c(cc3C2)OCCCO4)c1
10	CCO[C@@H]1OC(C(=O)N2CCN(Cc3ccc4c(c3)OCO4)CC2)=C[C@H](c2ccc3c(c2)OCO3)[C@H]1CCCO
11	CC(C)CN(CCCNC(=O)CN1C(=O)COc2ccc(S(=O)(=O)N3CCC(C)CC3)cc21)CC(C)C
12	CCOC(=O)c1c(C)[nH]c(C(=O)COC(=O)C2CC2)c1C

compound no.,7,8,9,10,11,12
B2AR arrestin,-0.1%,-0.4%,0.1%,0.3%,-1.1%,0.0%
ELG1 genotoxic,-5%,-4%,-2%,-5%,2%,?
USP2a inh,-3%,2%,0%,-1%,3%,-1%
p53 reactivation,-3%,5%,-4%,-1%,1%,?
BRCA1 expr up,-7%,-4%,0%,-19%,-35%,?
TRPV1 ag,0,1,23,1,-1,15
PTAP TSG101 blk,-2%,2%,0%,-1%,0%,-2%
Eya2 phos inh,0%,-12%,1%,-19%,3%,12%
uPA surface inh,3%,-4%,6%,6%,1%,3%
ASM inhibitor,0%,3%,0%,-1%,-3%,-5%
Integrin act MD,-5%,10%,-26%,4%,-28%,7%

13	COc1ccc(C(=O)N2CCN(S(=O)(=O)c3ccc(Cl)cc3)CC2)cc1S(=O)(=O)N1CCOCC1
14	Cc1cccc(C)c1N(CC(=O)Nc1cccc(N(C)S(C)(=O)=O)c1)S(C)(=O)=O
15	O=C(CN1CCN(Cc2ccc(Cl)cc2)CC1)N/N=C/c1cccs1
16	O=C(NCC(O)c1ccccc1)c1ccc(Cl)c(S(=O)(=O)N2CCCC2)c1 (stereo not given)
17	Cc1cc(C(=O)COC(=O)CN(C)S(=O)(=O)c2ccc(Cl)cc2)c(C)n1Cc1cccs1
18	CCCCn1c(N)c(N(CCC(C)C)C(=O)c2cccc(S(=O)(=O)N3CCN(C)CC3)c2)c(=O)[nH]c1=O

compound no.,13,14,15,16,17,18
B2AR arrestin,·,-0.1%,0.3%,9.6%,-0.2%,-0.5%
ELG1 genotoxic,·,-6%,-8%,0%,9%,-2%
USP2a inh,·,3%,8%,1%,0%,2%
p53 reactivation,·,0%,-4%,5%,-7%,1%
BRCA1 expr up,8%,1%,-4%,52%,-1%,2%
TRPV1 ag,·,-4,0,22,7,-6
PTAP TSG101 blk,-1%,-8%,-5%,-2%,-1%,2%
Eya2 phos inh,·,-10%,3%,-21%,-2%,-7%
uPA surface inh,-7%,-2%,4%,-4%,1%,-3%
ASM inhibitor,0%,6%,3%,4%,-1%,·
Integrin act MD,35%,40%,-5%,0%,0%,-12%

19	Cc1nn(-c2ccccc2)c(N2CCCC2)c1/C=N/O
20	Cn1ccsc1=NC(=O)c1cc(S(=O)(=O)N2CCOCC2)ccc1Cl
21	Cc1ccc(CNC(=O)c2ccc(Br)o2)cc1
22	Cc1cc(C)n2nc(/C(C#N)=C/c3ccccn3)c(C#N)c2n1
23	Fc1ccc(NCc2nnc(SCc3nnc(-c4ccccc4)o3)n2CC2CCCO2)cc1 (stereo not given)
24	CCOC(=O)COc1ccc(S(=O)(=O)Nc2ccc3c(c2)OCO3)cc1

compound no.,19,20,21,22,23,24
B2AR arrestin,0.0%,-0.4%,0.1%,-0.9%,0.0%,-0.1%
ELG1 genotoxic,-9%,0%,15%,18%,-7%,0%
USP2a inh,-1%,-7%,-2%,2%,-1%,1%
p53 reactivation,-4%,-1%,5%,0%,-2%,-14%
BRCA1 expr up,2%,-2%,46%,-79%,-39%,-5%
TRPV1 ag,6,2,?,3,0,-1
PTAP TSG101 blk,-4%,-1%,0%,-10%,-2%,0%
Eya2 phos inh,-22%,-33%,3%,-25%,10%,-8%
uPA surface inh,·,-22%,-2%,-14%,0%,6%
ASM inhibitor,-1%,·,3%,2%,-1%,0%
Integrin act MD,-23%,4%,35%,-39%,9%,-9%

3 entries already listed, sorted by the value under uPA surface inh, falling:
#	SMILES	uPA surface inh
23	Fc1ccc(NCc2nnc(SCc3nnc(-c4ccccc4)o3)n2CC2CCCO2)cc1 (stereo not given)	0%
22	Cc1cc(C)n2nc(/C(C#N)=C/c3ccccn3)c(C#N)c2n1	-14%
20	Cn1ccsc1=NC(=O)c1cc(S(=O)(=O)N2CCOCC2)ccc1Cl	-22%

Additional compounds.
25	COc1ccc(-n2c(SCC(=O)Nc3ccc(C(N)=O)cc3)nc3c([nH]c4ccccc43)c2=O)cc1OC
26	Cc1ccc(C(=O)Nc2cccc([N+](=O)[O-])c2)cc1S(=O)(=O)Nc1ccc(NC(=O)c2ccccc2)cc1
27	O=C(CN(C(=O)CNC(=O)c1cccs1)c1ccc(F)cc1)NC1CCCC1
28	COc1cccc(CN2CCNC(=O)C2CC(=O)N(C)CC2CCOCC2)c1 (stereo not given)
29	CC12CCC(C(=O)NCCCn3ccnc3)(OC1=O)C2(C)C (stereo not given)
30	O=C(CCCc1nc2ccccc2s1)Nc1nccs1

compound no.,25,26,27,28,29,30
B2AR arrestin,5.1%,-0.7%,0.1%,-0.4%,-0.1%,0.4%
ELG1 genotoxic,?,-7%,-6%,4%,-1%,0%
USP2a inh,-1%,-9%,-1%,-2%,-2%,1%
p53 reactivation,-10%,-3%,-6%,-8%,3%,9%
BRCA1 expr up,-83%,-54%,-21%,-18%,-12%,0%
TRPV1 ag,-3,0,-3,-1,0,15
PTAP TSG101 blk,-3%,-4%,-6%,0%,-2%,-1%
Eya2 phos inh,-4%,5%,-14%,-7%,9%,6%
uPA surface inh,-25%,1%,-4%,-2%,-2%,5%
ASM inhibitor,-28%,?,5%,10%,6%,-2%
Integrin act MD,-21%,-11%,-17%,16%,16%,-24%

31	COc1ccc(C(=O)Nc2ccc(NC(=O)c3cc(OC)c(OC)c(OC)c3)cn2)cc1
32	CC(=O)/C(=C/c1ccccc1)C(=O)Nc1ccccc1C
33	O=C(Cn1cnc2c(cnn2-c2ccc(F)cc2)c1=O)N1CCCc2ccccc21
34	C[C@H]1COC(=O)CCC/C=C\C[C@H](CC(=O)N(CCO)Cc2ccccc2)C(=O)N1
35	CCC(=O)c1ccc(OCc2ccc(C(=O)c3ccccc3)cc2)cc1
36	CC(C)(C)OC(=O)NNC(=S)NCc1ccc(Cl)cc1

compound no.,31,32,33,34,35,36
B2AR arrestin,-1.0%,0.1%,3.8%,0.9%,0.0%,-0.6%
ELG1 genotoxic,0%,3%,-3%,0%,12%,-5%
USP2a inh,2%,1%,0%,5%,1%,0%
p53 reactivation,10%,-10%,24%,6%,-4%,-7%
BRCA1 expr up,3%,-62%,-59%,9%,-9%,-3%
TRPV1 ag,0,1,-7,·,0,-2
PTAP TSG101 blk,1%,-7%,-4%,-3%,0%,0%
Eya2 phos inh,-5%,?,-12%,-2%,-2%,-3%
uPA surface inh,3%,2.8µM*,3%,8%,3%,2%
ASM inhibitor,5%,-3%,0%,2%,0%,-2%
Integrin act MD,-2%,-2%,18%,6%,-36%[inhibitor],21%
